Screening data deposited in PubChem BioAssay by National Center for Advancing Translational Sciences (NCATS).
DRD3 agonist: activates the human D3 dopamine receptor; P35462; D3R DiscoveRx beta-arrestin cells, luminescence, 90 min; max activation, %; 0.58% of 410,000 active; in the data active = max activation above about 30%; also: 0% is about no effect; mostly tested at two doses, the higher about 12 µM
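Agonist mode: compounds and dopamine controls were applied to plated cells for 90 min at 37 degrees C after an overnight attachment at 1500 cells/well. Luminescent read-out followed 30 - 60 minutes at room temperature with DiscoveRx detection reagent.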
IL-2 act: IL-2 activation; IL-2 activation reporter assay, cell-based qHTS; stimulated with anti-CD3/CD4/CD28 beads; in transgenic mouse T cells; activation, % (series mostly up to about 46 µM); 0.065% of 360,000 active; AID 652025; in the data active = activation above about 50%; inconclusive = mostly about 30% to 49%; also: 0% is about no effect
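Readout: EGFP and DsRed signals by fluorescent plate cytometry. Unstimulated transgenic mouse T cells received compound 60 min before antibody-bead stimulation, then incubated 18 h at 37 degrees C.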
HEK293 tox: cytotoxicity counter-screen for GLP-1 receptor inverse agonists; HEK293 cAMP-luciferase reporter cells, luminescence, 24 h; Potency, µM (titrated, usually from 38.3 µM), for the others: top-dose activity change, negative = inhibition, hits mostly inhibitors; 0.13% of 410,000 active; AID 624418;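 also: loss of luciferase light is scored as toxicity; potency is read from the fitted curve at half-maximal effect; % is scaled to controls: 0 for no effect and ±100 for the full control effect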
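Seeding density was 200 cells/uL; after overnight-length (12 h) culture, 23 nL compounds went on for 24 h at 37 °C. Readout used a luciferase detection reagent, luminescence taken after 12 min at room temperature.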
GLP1R inv ag: acts as inverse agonist at human GLP-1 receptor; P43220; HEK293 GLP-1R CRE-luciferase, luminescence, 24 h; GLP-1R form is constitutively active; Potency, µM (highest dose often 38.3 µM), for inactives: at the highest dose activity change, negative = inhibition, actives largely listed as inhibitors; 1.6% of 410,000 active; also: potency is read from the fitted curve at half-maximal effect; % is scaled to controls: 0 for no effect and ±100 for the full control effect; nearly all actives have a fitted effect of over 55% in size
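Assay principle: reduced luminescence from a cAMP-responsive reporter in HEK293 cells co-expressing a constitutively active GLP-1R. Conditions: 24 hr compound incubation, 37 deg C, 5% CO2.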
PLK1 PBD block: PLK1 (human) polo-box domain binding inhibition. P53350. 2.8% of 360,000 active. Potency, µM, inactives show max response, negative = inhibition, most hits filed as inhibitors. Plk1 PBD binding of FITC phosphopeptide, fluorescence polarization. AID 720504; also: potency is read from the fitted curve at half-maximal effect; series mostly up to about 57 µM; % is scaled to controls: 0 for no effect and ±100 for the full control effect; nearly all actives have a fitted effect of over 65% in size
DRD3 antagonist: D3 dopamine receptor (human) antagonism | AID 652054 | max response, negative = inhibition, % | 2.5% of 360,000 active | D3R cells, DiscoveRx beta-arrestin luminescence, antagonist mode; hits give low values | P35462; in the data active = max response below about -50%; inconclusive = no clear call, values can overlap the other calls; also: % is scaled to controls: 0 for no effect and ±100 for the full control effect; mostly tested at two doses, the higher about 12 µM
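Cells plated overnight at 1500 cells/well, then exposed to library compounds with dopamine controls for 90 minutes at 37 degrees C. DiscoveRx reagent added for 30–60 minutes at room temperature; luminescence read, quantitative HTS format.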
GLP-1R agonist: GLP-1 receptor (human) agonism | P43220 | HEK293 GLP-1R CRE-luciferase, luminescence, 4-6 h; cells express a hypersensitive GLP-1R form | Potency, µM (titrated, usually from 45.6 µM), for inactives: top-dose activation, most hits filed as activators | 0.007% of 380,000 active | AID 624172; also: potency is read from the fitted curve at half-maximal effect; % of control where 0% means no effect
WRN inhibitor: WRN helicase (human) inhibition. 0.46% of 360,000 active. Q14191. Potency, µM (series often up to 114 µM), for the others: at the top dose activity change, negative = inhibition, hits mostly inhibitors. WRN helicase unwinding, fluorescent forked duplex, kinetic; also: potency is read from the fitted curve at half-maximal effect; % is scaled to controls: 0 for no effect and ±100 for the full control effect; nearly all actives have a fitted effect of over 55% in size
Target sequence (Q14191 whole entry, looked up): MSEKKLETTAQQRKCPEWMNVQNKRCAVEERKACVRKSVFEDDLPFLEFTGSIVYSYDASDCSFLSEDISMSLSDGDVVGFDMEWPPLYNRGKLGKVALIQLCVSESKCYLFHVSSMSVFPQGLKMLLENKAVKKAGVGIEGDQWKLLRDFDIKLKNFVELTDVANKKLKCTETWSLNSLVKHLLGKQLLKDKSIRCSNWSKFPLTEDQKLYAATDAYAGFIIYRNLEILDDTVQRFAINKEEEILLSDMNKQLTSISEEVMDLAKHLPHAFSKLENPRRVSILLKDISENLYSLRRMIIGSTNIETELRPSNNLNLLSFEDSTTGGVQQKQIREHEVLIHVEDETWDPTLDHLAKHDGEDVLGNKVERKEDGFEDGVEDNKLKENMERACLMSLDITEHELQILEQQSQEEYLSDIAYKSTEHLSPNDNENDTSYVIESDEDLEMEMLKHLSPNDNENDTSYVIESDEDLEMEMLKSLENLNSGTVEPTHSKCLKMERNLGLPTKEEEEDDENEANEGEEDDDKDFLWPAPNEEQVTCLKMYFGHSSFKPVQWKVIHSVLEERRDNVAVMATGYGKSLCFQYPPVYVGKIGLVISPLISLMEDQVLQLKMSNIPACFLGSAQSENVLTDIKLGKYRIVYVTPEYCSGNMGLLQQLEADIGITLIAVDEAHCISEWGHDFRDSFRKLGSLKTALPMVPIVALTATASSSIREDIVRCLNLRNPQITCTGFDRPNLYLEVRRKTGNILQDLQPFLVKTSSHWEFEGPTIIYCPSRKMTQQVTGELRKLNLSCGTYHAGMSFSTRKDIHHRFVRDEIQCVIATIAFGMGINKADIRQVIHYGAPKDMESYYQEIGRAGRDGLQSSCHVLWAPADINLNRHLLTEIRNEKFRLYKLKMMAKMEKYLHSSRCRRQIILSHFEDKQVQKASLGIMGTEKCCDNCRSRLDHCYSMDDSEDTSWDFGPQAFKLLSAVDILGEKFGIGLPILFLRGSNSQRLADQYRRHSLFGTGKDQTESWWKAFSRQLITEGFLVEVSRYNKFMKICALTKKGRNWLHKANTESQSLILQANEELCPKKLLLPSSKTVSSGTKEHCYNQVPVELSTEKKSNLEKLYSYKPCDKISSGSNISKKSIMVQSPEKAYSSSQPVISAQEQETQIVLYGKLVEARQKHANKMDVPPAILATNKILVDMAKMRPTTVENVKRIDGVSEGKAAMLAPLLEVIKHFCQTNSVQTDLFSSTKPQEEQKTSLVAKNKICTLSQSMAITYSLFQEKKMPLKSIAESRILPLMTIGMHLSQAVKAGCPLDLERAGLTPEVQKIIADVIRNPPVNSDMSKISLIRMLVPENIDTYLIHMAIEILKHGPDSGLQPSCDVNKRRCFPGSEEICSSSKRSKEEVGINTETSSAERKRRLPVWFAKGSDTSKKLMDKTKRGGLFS
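Enzyme (20 nM final) and test compound sit together 15 min at room temperature before substrate addition. Substrate is a single-forked duplex oligonucleotide (100 nM) labelled with fluorophore and quencher, with 2 mM ATP; helicase unwinding raises red fluorescence, read kinetically.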
PI5P4Ka inh: PI5P4K alpha (human) kinase inhibition; P48426; PI5P4Kalpha enzyme, ADP-Glo luminescence, 60 min; hits give low values; max response, %; 1.2% of 330,000 active; active = max response of -50% or lower; inconclusive = between -30% and -50%; inactive = -30% or higher; also: value at the top dose of about 77 µM; % is scaled to controls: 0 for no effect and ±100 for the full control effect
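Single end-point luminescence (ADP-Glo) quantified ADP from PI5P4Kalpha turnover; ATP 5 microM final, 1 h at RT, 0.1% CHAPS and 0.28 mM EGTA in HEPES pH 7.4.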
Active calls of the source: *; ? = inconclusive; · = no result given; & = joins results of further samples; [ ] = another dose, or the depositor's remark. Unless noted, calls follow the shape of the dose curve; as a rule, active = well fitted curve in the direction sought with a large enough effect; inconclusive = small, poorly fitted or top-dose-only effect, or another doubt; inactive = no such curve, though single readings can be large; an effect the other way counts as inactive or inconclusive.

SMILES	DRD3 agonist	IL-2 act	HEK293 tox	GLP1R inv ag	PLK1 PBD block	DRD3 antagonist	GLP-1R agonist	WRN inhibitor	PI5P4Ka inh
Cn1c(N)c(C(=O)COC(=O)c2cc(-c3ccccc3)nc3ccccc23)c(=O)n(Cc2ccccc2)c1=O	10	-0.1	4%	-7%	1%	24	15%	-7%	22
COc1ccccc1N1CCN(CC(=O)Nc2cc(C)nn2-c2nc(C)cc(C)n2)CC1	-11	-1.8	-23%	-15%	3%	3	-4%	-1%	0
CNC(=O)C12CC3CC(CC(Cl)(C3)C1)C2	-1	1.3	-5%	19%	-2%	-3	6%	4%	3
COc1cccc(-c2n[nH]nc2C2=CC(=O)C[C@H](c3ccc(F)cc3)C2)c1	-5	-3.2	1%	6%	-27%	17	6%	-7%	?
CC(C)(C)C(=O)OCc1ccc(C2=CC(=O)CC(C)(C)C2=O)cc1	1	-3.7	2%	?	-8%	-12	-1%	-9%	-6
O=C/C(=C\Nc1ccc(Cl)cn1)c1nc2ccccc2o1	-1	3.5	0%	0%	1%	0	-3%	-4%	-9
CCN(CC)CCCNC(=O)c1nn(-c2ccc(OC)cc2OC)c(=O)c2ccccc12	-4	-0.2	8%	-29%	-2%	0	-10%	-1%	-4
Cc1ccc(NC(=O)CN(C)C(=O)CSc2nnnn2C)cc1	-3	-0.5	2%	-17%	-10%	-9	2%	-8%	2
COc1cc(C2c3cc4c(cc3OC(NNC(N)=S)C2C)OCO4)cc(OC)c1OC (configuration not stated)	-4	-0.3	?	?	-10%	-16	0%	-5%	-7
Brc1ccc(-c2nnc3ccc(N4CCN(c5ccccc5)CC4)nn23)cc1	1	-0.7	-3%	45%[activator]	0%	-15	-1%	9%	-2
COc1ccc(-c2ccc(C(=O)C3CC3)cc2)cc1	-8	0.7	-4%	8%	-12%	-11	6%	9%	-4
COc1ccc(N/C=C\C(=O)c2ccc(C)cc2)cc1OC	6	-0.1	5%	50%[activator]	15%	2	?	-8%	0
CCCCCC(=O)NNC(=S)NC(=O)c1ccc([N+](=O)[O-])cc1	-7	0.2	-11%	-14%	11µM*	-16	-1%	5%	-29
Cc1sc2ncnc(NCc3cccnc3)c2c1C	5	-0.4	-3%	26%	2%	12	9%	-3%	-4
CCOC(=O)c1cnc2c(C)c(Cl)ccc2c1N1CCN(CC)CC1	-5	-0.5	19%	7.9µM*	-8%	8	14%	-33%	-2

Quoted at random: four records from the list, in no set order.
SMILES	DRD3 agonist	IL-2 act	HEK293 tox	GLP1R inv ag	PLK1 PBD block	DRD3 antagonist	GLP-1R agonist	WRN inhibitor	PI5P4Ka inh
O=C/C(=C\Nc1ccc(Cl)cn1)c1nc2ccccc2o1	-1	3.5	0%	0%	1%	0	-3%	-4%	-9
COc1ccccc1N1CCN(CC(=O)Nc2cc(C)nn2-c2nc(C)cc(C)n2)CC1	-11	-1.8	-23%	-15%	3%	3	-4%	-1%	0
Cc1sc2ncnc(NCc3cccnc3)c2c1C	5	-0.4	-3%	26%	2%	12	9%	-3%	-4
COc1cc(C2c3cc4c(cc3OC(NNC(N)=S)C2C)OCO4)cc(OC)c1OC (configuration not stated)	-4	-0.3	?	?	-10%	-16	0%	-5%	-7

Remaining list, next part:
SMILES	DRD3 agonist	IL-2 act	HEK293 tox	GLP1R inv ag	PLK1 PBD block	DRD3 antagonist	GLP-1R agonist	WRN inhibitor	PI5P4Ka inh
Nc1c(-c2ccccc2)nnn1Cc1ccccc1	-1	0.5	-9%	-17%	8%	2	6%	1%	-3
COc1cccc(C(=O)O/N=C(\C)c2cnccn2)c1	7	-2.5	0%	12%	-18%	-10	10%	11%	-4
COc1ccc(OCCNc2c([N+](=O)[O-])c(=O)oc3ccccc23)cc1	-5	-0.1	2%	-9%	-1%	-12	-4%	7%	-6
CC1(C)CC(C(CC(=O)N2CCCC2)Cc2ccccc2)CCO1 (configuration not stated)	0	-3.2	2%	-9%	-2%	-7	4%	3%	7
CCc1ccc(-c2nc(CN3CCC(C(=O)NCCc4ccc(OC)c(OC)c4)CC3)c(C)o2)cc1	0	-0.3	-9%	?	0%	-9	10%	1%	7
O=C(CCN1CCN(c2ccccc2)CC1)Nc1nccs1	12	-2.1	-10%	8%	-1%	-64*	-8%	-1%	-4
NS(=O)(=O)c1cnccc1Nc1cccc(F)c1	-4	-4.8	-5%	3%	-10%	-8	10%	0%	0
COc1ccc(N2C(=O)c3ccccc3NC2(C)C)cc1	-5	-2.6	2%	-7%	-22%	6	7%	-1%	-8
CSc1ccc(S(=O)(=O)N2CCC(C(=O)NCCN3CCOCC3)CC2)cc1	11	-0.6	3%	5%	1%	16	3%	-1%[57.1 µM]	0
N#Cc1ccc(NC(=O)COC(=O)C2CCC2)cc1	5	-0.5	-3%	6%	-4%	5	3%	1%	4
O=C(Nc1ccc2c(c1)OCCO2)C(c1ccccc1)n1c(=O)c(-c2cc3ccccc3[nH]2)nc2ccccc21 (configuration not stated)	4	1.4	·	?	1%	16	·	-6%	-2
CCC(C)NC(=O)CCCCCn1c(=O)[nH]c2cc(OC)c(OC)cc2c1=O (configuration not stated)	0	-0.1	1%	0%	3%	0	0%	-6%	0
CCOc1cc(C(c2c(C)[nH][nH]c2=O)c2c(C)[nH][nH]c2=O)cc([N+](=O)[O-])c1O	-9	-0.7	-23%	4%	-12%	?	0%	-2%[11.6 µM]	-18
COc1ccc(CCNC(=O)C(=O)NCC2CCCN2S(=O)(=O)c2ccccc2)cc1OC (configuration not stated)	12	-0.8	?	?	1%	46	-4%	-8%	2
C/C(N)=C(/C#N)C(=O)CSc1ncnc2ccccc12	3	0.7	-13%	6%	27µM*	-13	4%	0%	-11
Cc1ccc(N2CC(C(=O)OCC(=O)c3ccc(F)cc3)CC2=O)cc1 (configuration not stated)	7	0.5	-8%	10%	-1%	10	-1%	13%	3
Cc1ccc(Cl)cc1NC(=O)COC(=O)CSc1ccccc1	-6	0.0	13%	11%	-7%	-17	-12%	?	1
O=C(O)c1ccc(N2CCN(Cc3ccc4c(c3)OCO4)CC2)c([N+](=O)[O-])c1	-19	1.1	-12%	1%	0%	-10	0%	-13%[57.1 µM]	-1
C/C(=N/N=C1\SCC(=O)N1c1ccccc1)c1ccc(C)cc1	2	-3.4	3%	12%	-13%	-10	7%	1%	-5
Cc1cc(-c2ccccc2)nc2cc(C(=O)NCCCn3ccnc3)nn12	2	0.1	0%	2%	?	14	-9%	1%	-6
COc1ccccc1OCCn1cc(/C=N/NC(N)=S)c2ccccc21	-1	-5.6	?	?	-18%	-6	23%	10%	-21
NS(=O)(=O)c1cccc(NC(=O)c2cccnc2Oc2ccccc2)c1	-2	-0.7	17%	82%[activator]	-20%	-4	11%	0%	-3
NCC(O)COCCC12CC3CC(CC(C3)C1)C2 (configuration not stated)	-1	0.9	-3%	?	-4%	3	-4%	0%	11
O=C(Nc1cccc(S(=O)(=O)Nc2ccc(Cl)cc2)c1)c1ccc(Cl)nc1	0	-2.0	?	?	-16%	-6	-3%	-16%	0
COc1ccc(Cl)cc1N(C)C(=O)CCNC(=O)Cn1cnc2ccccc2c1=O	-5	-1.5	-4%	-9%	-11%	6	2%	-9%	·
O=C(Nc1nnc([C@@H]2C[C@H](O)[C@@H](CO)O2)s1)Nc1cccc2c1CCCC2	9	0.2	-4%	-3%	-5%	-1	1%	-7%	0
COc1ccccc1C(CNC(=O)C(CCSC)NC(=O)c1ccccc1Cl)N1CCCC1 (configuration not stated)	-10	-4.2	-5%	31%	0%	-8	7%	-6%	-2
CSc1nc(Oc2ccc(=O)[nH]n2)nc(N(C)C)n1	2	-0.9	-16%	6%	0%	11	-3%	-14%	0
O=C(CNC(=O)N1CC(=O)Nc2ccccc21)NCc1ccccc1	-6	-2.8	-1%	19%	2%	3	2%	-3%	-5
COc1ccc(N(CC(=O)NC(C)(C)C)C(=O)c2ccco2)cc1	-1	-1.5	2%	7%	-1%	11	-5%	3%	0
O=[N+]([O-])c1cc(S(=O)(=O)Nc2cccc(Cl)c2)ccc1N/N=C/c1ccc(N2CCOCC2)cc1	-8	0.1	4%	-13%	0%&5%	-20	-2%	-5%	-5
COc1cc(OC)cc(-c2nc(-c3ccccc3)no2)c1	7	0.7	9%	7%	-2%	10	-8%	7%	22
Cc1nccc(-c2ccc(-n3cnc4ccccc43)cc2)n1	0	-0.2	-2%	1%	?	7	-11%	-3%	-19
C=CCN(C(=O)CCC(=O)Nc1cc(C)on1)C(C(=O)NC1CCCC1)c1ccc(CC)cc1 (configuration not stated)	3	-3.4	-10%	-17%	27µM*	4	9%	6%	-7
CC(=O)c1cccc(NC(=O)C2CCN(C(=O)c3cccs3)CC2)c1	-13	-0.7	8%	13%	-6%	-5	10%	-7%	5
O=c1[nH]cc(CCc2ccccc2)c(=O)[nH]1	-2	-3.5	-4%	3%	-4%	-8	-4%	15%	-5
Cn1c(=O)c2c(nc(OCC3COC(C)(C)O3)n2Cc2ccccc2F)n(C)c1=O (configuration not stated)	2	-0.2	-8%	30%[activator]	-1%	6	2%	8%	-1
CCOC(=O)COc1ccc(C(=O)NC2CCCCC2)cc1	12	7.2	4%	2%	-1%	16	2%	1%	·
O=C(CCC1CCCN(C(=O)CC2=CCCCC2)C1)N1CCN(c2ccccn2)CC1 (configuration not stated)	2	-5.5	0%	?	8.4µM*	2	6%	3%	?
CCc1nnc(SCC(=O)NC2CCCCC2)nc1CC	-2	2.4	11%	11%	-4%	6	17%	1%	-5
O=C(C[C@H]1C[C@H](C(=O)N2CCCCC2)[C@@]2(CCc3ccccc3)c3[nH]c4ccc(Cl)cc4c3CCN2C1=O)NCCc1ccccn1	-6	-0.6	4%	0%	-6%	?	-2%	-1%	-14
CC1CCc2c(sc(NC(=S)NC(=O)c3ccccc3)c2C#N)C1 (configuration not stated)	9	-3.9	2%	48%[activator]	24µM*	28	1%	5%	-15
